Compound activity as filed in PubChem BioAssay.
A549 viability: counter-screen for Nrf2 inhibitors: cytotoxicity in A549 cells. 390,000 tested, 0.16% active. A549 ARE-Fluc cells, CellTiter-Fluor viability, 18-24 h. Potency, µM (series often up to 46 µM), for the others: top-dose activity change, negative = cytotoxicity, hits mostly inhibitors. AID 504648; note: potency is the fitted concentration of half-maximal effect; % is set by controls: 0 for no effect and ±100 for the full control effect
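A549 ARE_Fluc cells in 5% FBS OPTI-MEM were exposed to compounds in concentration-response for 18-24 h at 37 deg C. Viability was read by CellTiter-Fluor fluorescence (Ex 405/Em 525) after 30 min, before the luciferase read.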
Nrf2 activator: activates Nrf2 signaling. Potency, µM (titrated, usually from 46.1 µM), for inactives: at the highest dose activation, usual class: activators. AID 624171. 410,000 tested, 0.31% active. AREc32 ARE-luciferase reporter (MCF7-derived line), luminescence, 24 h; note: potency is the fitted concentration of half-maximal effect; % of control where 0% means no effect; nearly all actives have a fitted effect of over 65% in size
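Nrf2 activation is followed as ARE-luciferase induction in the AREc32 line after one day of compound treatment; luminescence is read with Steady-Glo.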
ATXN2 expr inh: ATXN2 expression inhibition. AID 1745845. Potency, µM (series often up to 57 µM), for inactives: at the top dose activity change, negative = inhibition, actives largely listed as inhibitors. 360,000 tested, 0.72% active. HEK-293 ATXN2-luciferase reporter, luminescence, 24 h; note: potency is the fitted concentration of half-maximal effect; % is set by controls: 0 for no effect and ±100 for the full control effect; nearly all actives have a fitted effect of over 55% in size
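ATXN2-luciferase reporter cells (luciferase flanked by upstream and downstream ATXN2 gene portions) were treated 24 h at 37 °C with compounds at up to 57 uM. SteadyGlo luminescence gave expression; GF-AFC fluorescence gave viability.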
HepG2 tox: kills HepG2 cells in TGF-b inhibitor counter-screen | HepG2 CAGA-GFP viability, ATP luminescence, 18 h | Potency, µM (titrated, usually from 46.1 µM), without a hit: at the top dose activity change, negative = cytotoxicity, usual class: cytotoxic | 410,000 tested, 0.76% active | AID 588856; note: potency is the fitted concentration of half-maximal effect; some results filed as inactive show a strong effect at the top dose
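HepG2 CAGA-GFP cells (1000/well, DMEM with 1% FBS) received compound, then TGF-beta at 500 pg/mL final, and were incubated 18 hours at 37 degrees C. Viability was read by CellTiter-Glo luminescence. Media-only wells were set as complete cell-killing and DMSO as no toxicity.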
TGFb SMAD3 inh: inhibitors of TGF-b signaling; HepG2 CAGA-GFP TGF-b/SMAD3 reporter, GFP fluorescence, 18 h; TGF-beta stimulated, 500 pg/mL final; Potency, µM (top dose mostly 46.1 µM), for inactives: at the top dose activity, negative = inhibition, actives largely listed as inhibitors; 410,000 tested, 1.2% active; AID 588855; note: potency is the fitted concentration of half-maximal effect; % is set by controls: 0 for no effect and ±100 for the full control effect; nearly all actives have a fitted effect of over 65% in size
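Inhibition was scored as loss of TGF-beta-induced (500 pg/mL final, 18 hours, 37 degrees C) GFP in HEPG2 cells carrying a CAGA-GFP reporter, in DMEM with 1% FBS. Well GFP was summed per cell; Activity was normalised to unstimulated and stimulated DMSO wells, then concentration-response fitting.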
EPAC2 agonist: agonists of human EPAC2 (RAPGEF4); Potency, µM (series often up to 154 µM), for inactives: at the top dose activation, most hits filed as activators; Q8WZA2; EPAC2 activation, biochemical qHTS; response scale: 100% = 6.5 mM cAMP response; 360,000 tested, 0.079% active; note: potency is the fitted concentration of half-maximal effect; nearly all actives have a fitted effect of over 50% in size
Target sequence (Q8WZA2 whole entry, looked up): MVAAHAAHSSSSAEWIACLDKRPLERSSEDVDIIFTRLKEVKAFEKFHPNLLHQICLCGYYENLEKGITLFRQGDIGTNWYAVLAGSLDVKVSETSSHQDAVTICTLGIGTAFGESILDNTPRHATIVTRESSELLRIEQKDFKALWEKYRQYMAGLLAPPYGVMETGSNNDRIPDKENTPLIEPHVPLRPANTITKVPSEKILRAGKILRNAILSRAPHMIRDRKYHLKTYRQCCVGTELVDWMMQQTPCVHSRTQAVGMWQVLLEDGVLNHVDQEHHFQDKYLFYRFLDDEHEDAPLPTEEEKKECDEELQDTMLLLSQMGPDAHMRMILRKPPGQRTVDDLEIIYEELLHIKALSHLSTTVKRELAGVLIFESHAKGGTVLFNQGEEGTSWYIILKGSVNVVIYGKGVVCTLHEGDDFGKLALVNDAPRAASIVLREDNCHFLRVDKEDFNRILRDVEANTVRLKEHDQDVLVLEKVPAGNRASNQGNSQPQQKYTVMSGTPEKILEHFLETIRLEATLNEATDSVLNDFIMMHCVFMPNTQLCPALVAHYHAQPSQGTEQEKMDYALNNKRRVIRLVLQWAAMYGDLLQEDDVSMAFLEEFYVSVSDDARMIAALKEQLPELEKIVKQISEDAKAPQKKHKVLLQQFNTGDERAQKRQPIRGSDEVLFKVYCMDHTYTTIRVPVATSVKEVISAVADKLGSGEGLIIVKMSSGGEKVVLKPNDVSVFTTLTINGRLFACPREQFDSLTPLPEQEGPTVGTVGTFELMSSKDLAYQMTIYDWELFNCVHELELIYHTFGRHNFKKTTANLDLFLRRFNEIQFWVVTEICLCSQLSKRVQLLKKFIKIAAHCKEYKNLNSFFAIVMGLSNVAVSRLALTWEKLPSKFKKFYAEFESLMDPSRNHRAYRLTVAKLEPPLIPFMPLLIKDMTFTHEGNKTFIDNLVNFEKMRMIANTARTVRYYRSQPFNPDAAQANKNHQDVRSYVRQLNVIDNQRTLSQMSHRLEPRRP
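Fluorescence exchange assay: 100 nM EPAC2 with 250 nM RAP1B-BODIPY-GDP and 50 uM GDP; compounds tested as a concentration-titration series (qHTS). Loss of Rap1-bound BODIPY-GDP fluorescence read at 480/540 nm; data normalized to 6.5 mM cAMP.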
Nrf2 inh: blocks Nrf2 signaling; A549 ARE-Fluc reporter, luciferase luminescence, 18-24 h; Potency, µM (titrated, usually from 46 µM), inactives show at the top dose activity change, negative = inhibition, actives largely listed as inhibitors; 360,000 tested, 2.1% active; note: potency is the fitted concentration of half-maximal effect; % is set by controls: 0 for no effect and ±100 for the full control effect; nearly all actives have a fitted effect of over 60% in size
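Quantitative HTS in A549 cells stably bearing an antioxidant response element-firefly luciferase construct. Inhibition of Nrf2-driven transcription was scored by luminescence after 18-24 h of compound exposure at 37 °C.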
S2 tox: cell viability loss in ATXN counter-screen; S2 cells (HEK-293 line with an ATXN2-luciferase reporter) viability, CellTiter-Fluor protease fluorescence, 24 h; Potency, µM (titrated, usually from 56.7 µM), actives largely listed as cytotoxic; 400,000 tested, 0.49% active; note: potency is the fitted concentration of half-maximal effect; nearly all actives have a fitted effect of over 40% in size
IL2 activator: activators of IL-2 | IL-2 activation reporter assay, cell-based qHTS; stimulated with anti-CD3/CD4/CD28 beads; in transgenic mouse T cells | activation, % (series mostly up to about 46 µM) | 360,000 tested, 0.065% active | AID 652025; in the data active = activation above about 50%; inconclusive = mostly about 30% to 49%; note: 0% is about no effect
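Unstimulated transgenic mouse T cells, 750 per well, received compound and, after 60 minutes, anti-CD3/anti-CD4 bead plus anti-CD28 stimulation. EGFP and DsRed were quantified after 18 hours.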
* marks the source's active call; other numbers are inactive results; i = inactive; ? = inconclusive; · = no result given; [ ] = remark or other dose. Unless noted, calls come from the whole dose curve; as a rule, active = well fitted curve in the direction sought with a large enough effect; inconclusive = small, poorly fitted or top-dose-only effect, or another doubt; inactive = no such curve, though single readings can be large; an effect the other way counts as inactive or inconclusive.

Order of values: A549 viability | Nrf2 activator | ATXN2 expr inh | HepG2 tox | TGFb SMAD3 inh | EPAC2 agonist | Nrf2 inh | S2 tox | IL2 activator
CCOCCc1nn2c(=O)cc(COC(=O)C3CCCCC3)nc2s1
 : 0% | 0.6% | 0% | 0% | -3% | · | 8% | i | ·
COc1cc(C(=O)O[C@H]2C/C(C)=C/CC[C@]3(C)O[C@@H]3C(O)C2C(C)C)cc(OC)c1OC (some centres undefined)
 : -2% | -0.4% | 2% | -19% | 0% | 5% | -24% | i | 0.9
C[C@@H]1CN([C@H](C)CO)C(=O)c2c(c3ccccc3n2C)-c2ccccc2CO[C@H]1CN(C)C(=O)c1cc(Cl)cc(Cl)c1
 : · | 0.3% | -8% | -17% | -3% | -1% | · | i | -2.5
OCC[C@@H]1C[C@H](O)[C@@H](O)[C@@]2(CCCO2)O1
 : -5% | -0.9% | 8% | 5% | 8% | 4% | 2% | i | 0.3
Cc1ccc(C)c(OCC(=O)Nc2ccccc2C(=O)N2CCOCC2)c1
 : 0% | -0.1% | 26% | -1% | 6% | -7% | 6% | i | 0.7
CCOC(=O)c1sc(N)c(C(=O)OCC)c1COC(=O)C1CC(=O)N(Cc2ccco2)C1 (centres undefined)
 : -4% | 3.1% | -3% | -14% | 1% | -7% | · | i | 0.6
CCCC1CCc2c(sc(N)c2C(N)=O)C1 (centres undefined)
 : -2% | 9.3% | 9% | 6% | ? | -1% | -20% | i | -1.7
c1ccc(CC2CCN(C(c3cccs3)c3nnnn3C3CCCC3)CC2)cc1 (centres undefined)
 : 0% | 0.3% | -13% | -17% | -2% | 18% | ? | i | 0.6
Cc1ccc(C2=Nc3ccccc3N(CC(=O)NCc3ccc(F)cc3)C(=O)C2)cc1C
 : 6% | -0.8% | 27% | -8% | -7% | · | 26% | i | ·
Cc1cc[n+](CC(=O)Nc2ccccc2)cc1
 : 0% | -0.9% | 6% | -2% | -5% | -1% | 5% | i | -0.1
CCOc1cc(/C=C2/C(=N)N3N=C(C)SC3=NC2=O)ccc1OS(=O)(=O)c1ccc(C)cc1
 : -12% | -0.1% | 1% | 4% | 2% | 3% | ? | i | 0.4
Cc1ccc(Nc2c3c(nc4nncn24)CCC3)cc1
 : -1% | 3.7% | · | -1% | · | · | 7% | · | ·
COc1ccc(C(=O)NC2CCSC2=O)cc1 (centres undefined)
 : -13% | 4.1% | 8% | 2% | ? | 4% | ? | i | 2.6
Cc1n[nH]c(C)c1Cc1c(F)cccc1Cl
 : 0% | -0.2% | 13% | -58% | ? | -3% | -11% | i | -0.8
CCCCCCN1C2=NCCN2c2ccccc21
 : 19% | -0.1% | -24% | -19% | 0% | 3% | -7% | i | -4.1
CN1N=C(C(=O)N2CCc3c([nH]c4ccccc34)C2c2ccccc2Cl)CCC1=O (centres undefined)
 : -5% | 12% | 112%[activator] | -24% | 0% | 6% | ? | i | -1.3
CCC1Oc2ccc(C)cc2N(CC(=O)NCc2ccc(OC)cc2)C1=O (centres undefined)
 : 1% | 0.6% | 7% | -15% | 9% | · | -14% | i | ·
Cc1ccc(NC(=O)CSc2nnc(CNC(=O)c3ccco3)o2)cc1Cl
 : 4% | 0.2% | -2% | 12% | 5% | 5% | -8% | i | -2.9
CCOC(=O)c1ccc(-c2c(-c3ccc(OC)cc3)oc(=O)c3cc(OC)c(OC)cc23)cc1F
 : 4% | -0.4% | 1% | 1% | -2% | -3% | ? | i | 0.3
Cc1cc(C)c2nc(N3CCCC(C(=O)NCCN4CCOCC4)C3)sc2c1 (centres undefined)
 : -1% | 2.5% | 17% | 8% | 2% | 1% | ? | i | -2.8
CC(C)=CCN1CCN(CCCc2ccccc2)CC1CCO (centres undefined)
 : 15% | -0.2% | 0% | -22% | -15% | 10% | 15% | i | 2.0
O=C(Nc1nccs1)c1cc(-c2ccncc2)nc2ccccc12
 : -2% | 2.8% | -13% | -17% | 2% | 8% | ? | i | -0.2
Cc1cccc(-n2cnc3sc(C)c(C)c3c2=O)c1
 : 1% | 0.0% | 7% | -27% | -2% | 9% | 1% | i | 0.2
COc1ccc(CCNC(=O)C(=O)c2cn(CC(=O)N3CCCC3)c3ccccc23)cc1OC
 : · | -0.2% | · | -8% | 2% | 1% | · | i | -2.9
Cc1cc2nc(-c3cc(NC(=O)c4cc5ccccc5o4)ccc3Cl)oc2cc1C
 : 2% | 5.2% | 10% | -36% | -22% | · | ? | i | ·
CCc1cccc(NC(=O)NC(=O)Cn2nnc(C(=O)OC)c2C(=O)OC)c1
 : 5% | -0.6% | -3% | 1% | 11% | 5% | 3% | i | -3.7
COC(=O)[C@H](C)NC(=O)Nc1ccccc1C(F)(F)F
 : 3% | -0.8% | 4% | -3% | 1% | 1% | 0% | i | -2.5
Cc1noc(NS(=O)(=O)c2ccc(N/C=C\C(=O)c3cccc4ccccc34)cc2)c1C
 : -9% | 0.6% | 22% | -30% | -10% | 0% | ? | i | 5.5
Cc1cccc(C)c1NC(=O)Nc1ccc2c(c1)OCO2
 : 2% | 0.6% | -13% | 8% | -5% | 10% | 1% | i | 2.7
Cc1ccc(NC(=O)c2ccc(CN3C(=O)CCn4nc(C)cc43)cc2)c(Cl)c1
 : 2% | -1.1% | -28% | -42% | ? | · | -22% | i | ·

Compound profiles (already shown). Screens in order: A549 viability	Nrf2 activator	ATXN2 expr inh	HepG2 tox	TGFb SMAD3 inh	EPAC2 agonist	Nrf2 inh	S2 tox	IL2 activator
Record of `OCC[C@@H]1C[C@H](O)[C@@H](O)[C@@]2(CCCO2)O1` = -5%	-0.9%	8%	5%	8%	4%	2%	i	0.3
Record of `CCOCCc1nn2c(=O)cc(COC(=O)C3CCCCC3)nc2s1` = 0%	0.6%	0%	0%	-3%	·	8%	i	·
Record of `COc1cc(C(=O)O[C@H]2C/C(C)=C/CC[C@]3(C)O[C@@H]3C(O)C2C(C)C)cc(OC)c1OC` (some centres undefined) = -2%	-0.4%	2%	-19%	0%	5%	-24%	i	0.9

The list continues:
Order of values: A549 viability | Nrf2 activator | ATXN2 expr inh | HepG2 tox | TGFb SMAD3 inh | EPAC2 agonist | Nrf2 inh | S2 tox | IL2 activator
O=C(CN1CCOCC1)Nc1ccccc1NC(=O)C1CCN(c2ncccn2)CC1
 : 1% | 0.3% | 1% | 2% | 0% | 7% | 18% | i | 1.7
O=C(CCn1c2c(c3ccccc31)CCCC2)NNC(=O)c1ccccc1Cl
 : 16% | 3.0% | -13% | 4% | ? | -1% | 2% | i | 0.1
NS(=O)(=O)c1ccc(CCNC(=O)c2ccc(Cl)nc2)cc1
 : 4% | 0.1% | -12% | -21% | -4% | 17% | 2% | i | -2.0
COc1ccc2c(c1)c1c(c(=O)n(-c3cccc(Cl)c3)c(=O)n1CC(=O)N1CCCC1)n2C
 : -13% | 0.2% | 0% | -5% | ? | · | -1% | ? | ·
C/C(CC(=O)Nc1cccc(C(F)(F)F)c1)=N\NC(=O)c1cnccn1
 : -1% | 3.8% | -7% | 1% | 14% | 1% | -8% | i | -0.9
COc1ccc(N2CCN(c3cc(C)nc4nc(-c5ccc(C)cc5)nn34)CC2)cc1
 : 9% | 0.5% | 2% | -7% | 13% | · | 6% | i | ·
CCC(Sc1nc2cc(OC)c(OC)cc2c(=O)n1CCc1ccc(S(N)(=O)=O)cc1)C(=O)NCCOC (centres undefined)
 : -12% | 8.1% | 0% | -6% | 15% | -8% | 0% | i | -1.1
CC(C)C1(c2ccsc2)NC(=O)NC1=O (centres undefined)
 : 4% | -0.8% | 1% | -20% | -13% | 7% | -3% | i | 1.7
CCCC(C)NC(=O)/C=C/c1cccc([N+](=O)[O-])c1 (centres undefined)
 : -1% | 3.0% | -3% | 2% | 8% | 1% | · | i | -0.8
COc1ccccc1NC(=O)N1CCCC1C(=O)Nc1ccc(NC(C)=O)cc1 (centres undefined)
 : 0% | 0.1% | 7% | 4% | 2% | 2% | 8% | i | 2.9
O=C(NNc1ccccc1Cl)C(O)(c1cccc(C(F)(F)F)c1)c1cccc(C(F)(F)F)c1
 : ? | -0.5% | ? | -109% | 16µM* | -6% | ? | ? | -0.5
CCOC(=O)c1c(C)c(C(=O)NCCCOC)c(C)n1C
 : 1% | -0.6% | 1% | -18% | -5% | 13% | -8% | i | -2.3
C=CCC[C@H](Cc1ccc(F)cc1)C(=O)OC[C@@H](Cc1c[nH]c2ccccc12)NC(=O)[C@H](CC=C)CC(=O)N[C@H](CO)Cc1ccccc1
 : ? | 6.7% | -27% | -19% | ? | -1% | ? | ? | -0.5
CC(C)CNC(=O)N1[C@H](c2cccs2)[C@@H](C)C(=O)[C@@H](C)[C@@H]1c1cccs1
 : -4% | -0.2% | -7% | -10% | ? | · | 3% | i | ·
O=C(CCl)c1cc2c3c(c1)CC(=O)N3CCC2
 : 1% | ? | 11% | -49% | -33% | 9% | ? | i | -3.9
CCN(C(C)=O)c1cnc(C=NNC(N)=S)c2ccccc12
 : ? | 2.4% | ? | -19% | -11% | 5% | 8.2µM* | i | -4.6
CC1=NN(C(=O)Cc2ccccc2)C(O)(c2ccccc2)C1 (centres undefined)
 : -5% | 4.7% | 12% | -2% | 20% | -2% | 3% | i | 0.3
COc1ccc(N(CC(=O)Nc2ccc(F)c(Cl)c2)S(=O)(=O)c2c(C)noc2C)cc1
 : -18% | 2.3% | -24% | -25% | -10% | 13% | ? | i | -0.5
CN(C)CCCNC(=O)C(=O)NCC(c1cccs1)S(=O)(=O)c1ccc(F)cc1 (centres undefined)
 : 0% | 0.3% | 5% | 9% | 18% | 1% | 6% | i | 0.4
